MT1-MMP txn act: MT1-MMP promoter transcription activation; HT1080 MT1-MMP promoter luciferase reporter, luminescence, overnight; stronger effect = higher value; activation factor at 10 µM; 0.16% of 86,000 active; AID 750;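 active means activation factor of at least 2 for MT1-MMP transcription at 10 µM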
S1P2 blocker: blocks the human S1P2 receptor. O95136. cell-based S1P2 antagonist assay, inhibition at 5 uM. inhibition, % at 5 µM. 0.21% of 97,000 active. AID 736; in the data active means inhibition above about 45%;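 further: CRE beta-lactamase reporter cells expressing human S1P2 stimulated with S1P; 0% = agonist at EC80 alone and 100% = agonist plus reference antagonist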
Target sequence (O95136 whole entry, looked up): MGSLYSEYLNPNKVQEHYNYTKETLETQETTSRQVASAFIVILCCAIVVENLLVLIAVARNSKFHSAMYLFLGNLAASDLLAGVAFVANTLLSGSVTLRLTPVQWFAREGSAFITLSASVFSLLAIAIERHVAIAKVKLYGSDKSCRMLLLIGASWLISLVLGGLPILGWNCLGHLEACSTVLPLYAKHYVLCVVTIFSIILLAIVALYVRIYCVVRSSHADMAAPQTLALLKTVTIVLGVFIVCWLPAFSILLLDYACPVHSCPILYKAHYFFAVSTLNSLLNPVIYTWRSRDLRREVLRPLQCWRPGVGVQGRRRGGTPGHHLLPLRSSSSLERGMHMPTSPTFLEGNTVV
PLAP act: activators of human placental alkaline phosphatase | 1.2% of 96,000 active | P05187 | activation fold at 20 µM | AID 696 | purified PLAP enzyme, luminescent substrate read-out; stronger effect = higher value; in the data active means activation fold above about 2
PLK1 kinase inh: blocks human PLK1 kinase activity | AID 619 | 0.53% of 97,000 active | inhibition, % at 10 µM | P53350 | recombinant PLK1 kinase, TR-FRET peptide phosphorylation;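 active means inhibition of 50% or more in the single-concentration screen; inactive means inhibition below 50%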;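 further: 0% = DMSO max control and 100% = H-89 dihydrochloride min control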
Target sequence (P53350 whole entry, looked up): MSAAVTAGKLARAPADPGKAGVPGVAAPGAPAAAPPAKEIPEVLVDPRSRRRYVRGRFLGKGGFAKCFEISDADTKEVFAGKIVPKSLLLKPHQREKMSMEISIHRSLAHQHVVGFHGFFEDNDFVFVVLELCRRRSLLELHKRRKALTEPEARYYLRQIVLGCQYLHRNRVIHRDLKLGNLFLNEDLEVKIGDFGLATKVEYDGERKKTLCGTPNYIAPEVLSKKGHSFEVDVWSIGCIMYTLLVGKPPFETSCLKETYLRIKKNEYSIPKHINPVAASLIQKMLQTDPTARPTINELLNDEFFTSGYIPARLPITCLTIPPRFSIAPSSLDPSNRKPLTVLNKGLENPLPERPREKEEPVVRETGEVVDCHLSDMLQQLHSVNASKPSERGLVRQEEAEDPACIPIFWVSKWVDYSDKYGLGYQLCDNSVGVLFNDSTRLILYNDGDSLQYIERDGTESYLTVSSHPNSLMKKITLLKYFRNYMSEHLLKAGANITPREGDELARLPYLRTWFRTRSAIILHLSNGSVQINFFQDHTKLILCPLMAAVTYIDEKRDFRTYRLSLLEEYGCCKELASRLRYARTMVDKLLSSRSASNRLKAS
EphB4 ephrin blk: EphB4-ephrin-B2 interaction antagonism | P54760 | EphB4 LBD / TNYL-RAW-Alexa532 peptide, fluorescence polarization | inhibition, % at 7 µM | 0.15% of 97,000 active | AID 720;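 active means inhibition above the screen-wide mean inhibition plus 3 SD, cut at about 15% in these data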;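 further: 0% = DMSO wells and 100% = excess unlabeled TNYL-RAW peptide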
S1P2 agonist: agonists of human S1P2 receptor; O95136; S1P2-expressing cell line, agonist reporter read-out; activation, % at 4.5 µM; 0.46% of 97,000 active; AID 729; in the data active means activation above about 16%;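 further: 0% = vehicle low control and 100% = maximal reference agonist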
FAK blocker: FAK (human) kinase inhibition; 0.84% of 97,000 active; AID 727; biochemical FAK kinase activity assay; inhibition, %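 (tested at 7 µM)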; in the data active means inhibition above about 19%;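 further: 0% = DMSO and 100% = reference compound high control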
Rev-RRE block: disrupts HIV-1 Rev binding to RRE RNA; P05866; Rev peptide-RRE RNA binding, FRET; inhibition, % at 8 µM; 0.79% of 97,000 active;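 active means inhibition above the screen-wide mean plus 3 SD, cut at about 35% in these data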;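 further: 0% = median DMSO wells and 100% = median Neomycin B control wells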
Target sequence (P05866 whole entry, looked up): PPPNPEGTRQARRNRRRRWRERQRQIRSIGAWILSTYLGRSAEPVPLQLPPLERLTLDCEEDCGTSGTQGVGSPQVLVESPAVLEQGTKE
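assay system = Cy5-tagged RRE RNA duplex with fluorescein-tagged Rev peptide | incubation = 5 + 15 min at 25 °C | also added = labelled Rev peptide | measure = % inhibition of FRET ratio versus controls | benchmarks = DMSO wells as 0% and neomycin B wells as 100% inhibition | measured by = FRET fluorescence readout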
Plk1 PBD FP: blocks phosphopeptide binding to human Plk1 polo box domain. AID 693. 0.13% of 97,000 active. Plk1 PBD phosphopeptide binding, fluorescence polarization. inhibition, %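 (tested at about 20 µM)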. P53350; in the data active means inhibition above about 34%, passing the limit was not always enough
An asterisk follows results filed as active; . = not tested or not shown. No enrichment for hits. Share with any hit: about 3.9%.

SMILES | MT1-MMP txn act | S1P2 blocker | PLAP act | PLK1 kinase inh | EphB4 ephrin blk | S1P2 agonist | FAK blocker | Rev-RRE block | Plk1 PBD FP
Cc1nnc(SCC(=O)Nc2sccc2C#N)n1Cc1ccccc1 | . | 1 | 1.3 | -4 | 3 | -2 | 2 | 10 | -16
CCOP(=O)(c1ccc(N(C)C)cc1)C(O)c1cc(OC)c(OC)c(OC)c1 (stereo unspecified) | 1.1 | -3 | 1.5 | -10 | 2 | 1 | -2 | 4 | -23
O=C(CSc1nnc(Cc2cc(=O)[nH]c(=O)[nH]2)n1-c1ccccc1)N1CCCc2ccccc21 | 1.1 | 11 | 1.3 | -1 | 1 | -5 | -1 | -1 | -2
Clc1cccc(CSc2nnc(-c3c[nH]c4ccccc34)o2)c1 | . | -4 | 0.8 | -12 | 6 | -5 | -2 | 13 | -20
CC(C)(C)n1nnnc1C(c1cccc(C#N)c1)N1CCN2CCCC2C1 (stereo unspecified) | 1 | 8 | 1.6 | -7 | -5 | -2 | -2 | 4 | -17
Cc1ccccc1NC(=O)c1c(F)c(F)c(F)c(F)c1F | 1.1 | 7 | 0.8 | -10 | -8 | -3 | 6 | 5 | 22
O=c1cc2[nH]c3ccccc3c(=O)n2nc1-c1ccccc1 | . | 7 | 0.9 | -4 | 8 | -9 | -1 | 19 | 13
CCOC(=O)N1CCN(C(=O)Cn2nc(C)c3sc4ccccc4c3c2=O)CC1 | 1.1 | -3 | 1.3 | 14 | -11 | -10 | -4 | -2 | -3
COC(=O)c1cnn(C(=O)c2ccccc2Br)c1N | 1 | -3 | 0.8 | -12 | -4 | -12 | -8 | 8 | 5
CCC(=O)NCCSc1c[nH]c2ccccc12 | 1.5 | 19 | 0.9 | -9 | -1 | -4 | 5 | 10 | 27
Cn1nnc2cc(NC(=O)N3CC4(C)CC3CC(C)(C)C4)ccc21 (stereo unspecified) | 1 | -8 | 1.4 | -8 | 4 | -6 | -2 | 1 | 12
COc1ccccc1C(c1nnnn1CC1CCCO1)N1CCC(C(N)=O)CC1 (stereo unspecified) | 1.3 | -2 | . | -7 | 1 | -6 | -2 | 4 | -13
CCOc1ccc(C(=O)NCC(C)CN(C)C)cc1OCC (stereo unspecified) | 1.1 | 2 | 0.9 | -14 | -1 | 3 | 0 | 2 | -17
Cc1cccc2cc(C#N)c(SCCN3CCCCC3)nc12 | 1.3 | -7 | . | 0 | -6 | -1 | -1 | 13 | -28
Cc1cc(Cl)ccc1N1C(=O)CC(SCCC(=O)O)C1=O (stereo unspecified) | 1.1 | 2 | 1 | -8 | -3 | -5 | 0 | 3 | -29
O=C(c1ccco1)n1nc(-c2ccc(Cl)cc2)nc1NCc1ccco1 | 1.4 | 18 | 1 | -3 | -5 | -6 | -3 | 0 | 2
Cc1ccc(C(=O)CSc2nnnn2C(C)C)c(C)c1 | . | -1 | 1.2 | -11 | -8 | -1 | 0 | 2 | 17
S=c1[nH]nc(-c2ccc(Br)o2)n1Cc1ccccc1 | . | 13 | 0.9 | -6 | 1 | -2 | 0 | 5 | 6
COC(=O)C1(CCSC)NC(c2ccco2)C2C(=O)N(C)C(=O)C21 (stereo unspecified) | 1 | 5 | 1.2 | -8 | -2 | -8 | -4 | 3 | -2
CCCCNC(=O)CSc1nccn1Cc1ccccc1 | 1.2 | 12 | 0.9 | -2 | -3 | -4 | 0 | 2 | -12
COc1ccc(NC(=O)NCc2ccncc2)c(OC)c1 | 1.1 | 17 | 1 | -4 | 1 | 0 | -7 | 1 | 5
Cc1ccnc(NC(=O)c2cccs2)c1 | 1.5 | -9 | 0.9 | -4 | 0 | 4 | 3 | 0 | -1
CCCCOC(=O)C1CCCC(C)N1 (stereo unspecified) | 1.1 | 11 | 0.9 | -3 | 3 | -3 | -3 | 3 | -5
O=C(O)Cn1c(SCc2ccccc2)nc2ccccc21 | 1.2 | -5 | 1.1 | -7 | -3 | -1 | -2 | 7 | 13
COC(=O)C1C(=O)NCC1c1ccccc1 (stereo unspecified) | 1 | -19 | 1 | -14 | -1 | -3 | -1 | 1 | 12
c1ccc(Cc2nnc(N3CCOCC3)c3ccccc23)cc1 | 0.9 | -10 | 0.9 | -9 | 7 | -4 | 1 | 4 | 13
Cc1cc(C(F)(F)F)n2ncc(C(=O)O)c2n1 | 1.1 | . | 1 | 4 | . | . | . | . | 1
Cc1ccc(OCC(=O)n2nc(C)cc2C)c(C)c1 | 1.1 | 17 | 1.1 | -3 | -5 | -8 | -3 | 1 | -1
CNC(=O)c1ccc2snnc2c1 | 1 | -6 | 1.2 | -6 | 1 | -4 | -1 | 8 | -1
CCOC(=O)N1CCN(C(=O)CS(=O)(=O)c2cn(Cc3ccc(Cl)cc3)c3ccccc23)CC1 | . | 3 | 1.3 | -15 | 2 | -2 | 1 | 5 | 21
COc1ccc(C2C(C(C)=O)=C(C)N=c3s/c(=C\c4ccco4)c(=O)n32)c(OC)c1 (stereo unspecified) | 1 | -5 | 1.4 | -8 | 3 | 0 | 5 | 11 | -23
O=C(C1CC1)N1CCN=C1SCc1ccccc1Cl | 1 | 8 | 1.1 | -9 | -4 | -4 | -7 | 3 | -6
CCCCN(C)CCNC(=O)c1ccc2c(c1)NC(=O)C(N1CCCCC1)S2 (stereo unspecified) | 1 | 14 | 1.5 | -13 | -6 | -3 | 0 | 2 | 19
O=C(CSCC(=O)OCn1nnc2ccccc2c1=O)Nc1ccc(Cl)cc1 | 1 | -17 | 0.9 | -11 | 6 | -3 | -3 | 4 | 3
COc1ccc(CCNC(=O)CSc2nc3ccccc3o2)cc1 | 1.1 | -2 | 0.8 | -6 | 3 | -3 | 0 | 4 | 16
Cc1ccc(O)c(NC(=O)c2cccc(S(=O)(=O)N3CCCCC3)c2)c1 | 1.4 | -18 | 1.1 | -1 | -5 | -1 | 3 | 2 | -29
COc1ccc2[nH]c(C)c(C(=O)CN(C)C)c2c1 | 1.2 | 25 | 1 | 9 | 5 | 1 | -4 | 1 | -16
COc1ccccc1C1C2CCCCC2(O)CCN1CC(=O)Nc1ccccc1 (stereo unspecified) | 1.4 | 20 | 1.4 | -3 | 7 | -6 | 2 | 13 | -3
CC(=O)NC1(NC(C)=O)CCN(C)C(c2ccccc2)C1C (stereo unspecified) | 0.9 | 13 | 1.3 | -2 | 4 | -8 | 2 | 3 | 16
O=C(NC1CCCCC1)N1CCCC1 | 1 | -4 | . | -14 | 6 | -6 | -2 | 7 | -9
NS(=O)(=O)c1cccnc1Nc1cccc(C(F)(F)F)c1 | . | 0 | 1 | -9 | 8 | -7 | -2 | 10 | -6
CC1CCN(c2oc(-c3ccccc3F)nc2C#N)CC1 | 1.6 | 12 | 1 | 7 | -2 | -10 | -5 | 17 | -29
CCCN(CCC)S(=O)(=O)c1ccc(C(=O)N2CCOCC2)cc1 | 1.1 | 6 | 1.1 | 0 | -5 | -8 | 0 | 5 | -16
COC(=O)c1cc(Cl)c(NC(=O)c2ccco2)cc1OC | 1 | -19 | 1 | -1 | 5 | -5 | -1 | 4 | -15
O=C(O)CCc1ccc(-c2ccccc2)o1 | 1 | -11 | 1 | -15 | -5 | -2 | -1 | 4 | -8
CC(=O)C1=C(O)C(=O)N(Cc2cccnc2)C1c1ccc(C)cc1 (stereo unspecified) | 1.2 | 9 | . | -10 | 0 | -8 | 0 | 2 | -2
Cc1cc(-c2ccco2)n(CC(=O)NCc2ccccc2)n1 | . | 16 | 1 | -3 | 0 | -3 | -2 | 5 | 15
O=S(=O)(c1cccc(-c2csc(-c3cccnc3)n2)c1)N1CCCCC1 | 1.1 | -6 | 1.4 | 4 | -10 | -3 | -1 | 2 | 20

Reformatted as a markdown table: 2 of the compounds above
| SMILES | MT1-MMP txn act | S1P2 blocker | PLAP act | PLK1 kinase inh | EphB4 ephrin blk | S1P2 agonist | FAK blocker | Rev-RRE block | Plk1 PBD FP |
| --- | --- | --- | --- | --- | --- | --- | --- | --- | --- |
| CC(=O)C1=C(O)C(=O)N(Cc2cccnc2)C1c1ccc(C)cc1 (stereo unspecified) | 1.2 | 9 | . | -10 | 0 | -8 | 0 | 2 | -2 |
| O=C(NC1CCCCC1)N1CCCC1 | 1 | -4 | . | -14 | 6 | -6 | -2 | 7 | -9 |

Ordered by length of the SMILES (smallest number first): part of the list above
SMILES | MT1-MMP txn act | S1P2 blocker | PLAP act | PLK1 kinase inh | EphB4 ephrin blk | S1P2 agonist | FAK blocker | Rev-RRE block | Plk1 PBD FP
CC1CCN(c2oc(-c3ccccc3F)nc2C#N)CC1 | 1.6 | 12 | 1 | 7 | -2 | -10 | -5 | 17 | -29
Cc1nnc(SCC(=O)Nc2sccc2C#N)n1Cc1ccccc1 | . | 1 | 1.3 | -4 | 3 | -2 | 2 | 10 | -16
O=c1cc2[nH]c3ccccc3c(=O)n2nc1-c1ccccc1 | . | 7 | 0.9 | -4 | 8 | -9 | -1 | 19 | 13
O=S(=O)(c1cccc(-c2csc(-c3cccnc3)n2)c1)N1CCCCC1 | 1.1 | -6 | 1.4 | 4 | -10 | -3 | -1 | 2 | 20

Following part.
SMILES | MT1-MMP txn act | S1P2 blocker | PLAP act | PLK1 kinase inh | EphB4 ephrin blk | S1P2 agonist | FAK blocker | Rev-RRE block | Plk1 PBD FP
COC(=O)C1=C(C(=O)c2ccccc2)C(c2cccs2)n2nnnc2N1 (stereo unspecified) | . | -10 | 0.8 | -14 | 0 | 4 | -3 | 1 | 10
CC1CCCN(C(=O)c2ccc(S(=O)(=O)N3CCC(c4nc5ccccc5s4)CC3)cc2)C1 (stereo unspecified) | 1.2 | 19 | . | -7 | 2 | -2 | 0 | 0 | -11
O=C1CCCC2=C1C(c1ccncc1)Nc1ccccc1N2 (stereo unspecified) | 1.1 | -8 | 0.9 | -6 | -2 | -1 | -1 | 2 | -1
CC(C)NC(=O)C1CCCN(c2nnc(-n3cccc3)s2)C1 (stereo unspecified) | 1 | 5 | 1.2 | -23 | 13 | -6 | 0 | 1 | -9
CCOC(=O)C1C(=O)OC(C)(C)C1C(C)C(=O)c1ccccc1 (stereo unspecified) | 1.2 | 5 | 0.9 | -11 | 6 | -5 | 0 | 10 | 18
CC(C)(C#N)N([O-])C=C[N+](=O)C(C)(C)C#N | 1 | -15 | 1 | 4 | 10 | -14 | -1 | 8 | 15
COc1ccc(Br)cc1C(=O)Nc1nnn(C)n1 | 1.1 | -7 | 0.8 | 1 | 3 | -2 | -2 | 6 | -20
Cc1cc(NS(=O)(=O)c2ccc(NC(=O)CN3C(=O)c4ccccc4C3=O)cc2)nc(C)n1 | 1 | 8 | 1.1 | -2 | -4 | -7 | -3 | 3 | 3
CCC(C)[C@H](NC(=O)OC(C)(C)C)C(=O)N/N=C/C1=Cc2ccccc2OC1 (stereo partly specified) | 1.3 | 2 | 1.3 | -6 | -6 | -4 | 3 | 6 | -4
CCn1cc(C2Nc3ccccc3C(=O)N2O)c(C)n1 (stereo unspecified) | 1.4 | -18 | 1 | -10 | 7 | -11 | 0 | 6 | -1
COc1ccccc1NC(=O)CSc1nnc(C)o1 | 1.1 | 2 | 0.9 | -8 | -1 | 7 | -10 | 3 | -16
Fc1ccccc1-c1nnc2c3ccccc3nc(N3CCOCC3)n12 | . | 6 | 1.1 | -10 | -6 | -6 | -4 | 1 | 21
COc1ccc(OCCOC(=O)Nc2ccccc2)cc1 | 1.1 | 11 | 0.9 | -10 | 1 | -10 | 2 | 1 | 5
CCN(CC)C(=O)C(=O)N/N=C/c1cccc(Br)c1 | . | 7 | 1 | -8 | -4 | -5 | -7 | 2 | 3
Cn1c(=O)c2ccccc2n(Cc2ccccc2F)c1=O | 1.3 | -18 | 1 | -14 | -3 | -3 | 2 | 2 | 16
COc1cccc(NC(=O)N2CCCC2C(=O)NC(C)C)c1 (stereo unspecified) | 1.1 | -6 | 1.1 | -9 | -4 | -4 | -2 | 2 | -19
Cc1ccc(N(CC(=O)N2CC(=O)Nc3ccccc32)S(=O)(=O)c2ccc3c(c2)OCCO3)cc1 | . | 26 | . | -1 | 9 | -2 | 6 | 13 | -9
CCOC(=O)Cc1csc(NC(NC(=O)OCC)(C(=O)OCC)C(F)(F)F)n1 (stereo unspecified) | 1 | 10 | . | -2 | 4 | 0 | 0 | 6 | -19
